AI-2 QS modul – modulators of Vibrio harveyi AI-2 quorum sensing system; Vibrio harveyi JMH597 AI-2 luminescence/OD600 ratio, 9 h; active compounds read low; strain lacks LuxN and CqsS sensors; 0 = neutral-control median; activity change, % at 7.5 µM; 300,000 compounds, 0.4% hits; in the data active means activity change below about -75%, passing the limit was not always enough;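 further: luminescence divided by OD600 gain over 9 h not by final OD600 alone; inactives centre near 13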
GSK3A inh – blocks human GSK-3 alpha kinase. ADP-Glo luminescence, 60 min. inhibition, % at 10 µM. 320,000 compounds, 0.1% hits;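 in the data active means inhibition above about 50%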;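 further: GST-tagged GSK-3 alpha with peptide substrate and 25 µM ATP; 0% = DMSO neutral wells and 100% = GW8510 positive control wells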
Target sequence (P49840 whole entry, looked up): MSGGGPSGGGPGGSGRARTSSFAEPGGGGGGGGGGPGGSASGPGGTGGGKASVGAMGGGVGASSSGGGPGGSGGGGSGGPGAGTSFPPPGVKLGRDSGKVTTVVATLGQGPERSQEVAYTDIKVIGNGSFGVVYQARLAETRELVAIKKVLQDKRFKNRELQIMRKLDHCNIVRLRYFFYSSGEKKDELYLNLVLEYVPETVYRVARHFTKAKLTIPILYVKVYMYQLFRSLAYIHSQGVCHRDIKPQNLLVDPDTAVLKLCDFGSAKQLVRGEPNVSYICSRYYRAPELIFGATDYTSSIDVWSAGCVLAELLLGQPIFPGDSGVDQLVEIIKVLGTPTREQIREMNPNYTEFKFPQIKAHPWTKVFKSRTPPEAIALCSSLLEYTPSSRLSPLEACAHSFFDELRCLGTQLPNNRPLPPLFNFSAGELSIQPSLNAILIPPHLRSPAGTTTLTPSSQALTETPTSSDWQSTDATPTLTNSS
KLF5 inhibitor – suppresses KLF5 promoter-driven expression | DLD-1 KLF5 promoter-luciferase reporter, luminescence | inhibition, % at 5 µM | 290,000 compounds, 0.23% hits | AID 1700;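 active means inhibition above a per-plate limit of that plate's mean compound inhibition plus 3 SD, cut at about 60% in these data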;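 further: 0% = DMSO wells and 100% = LY294002 at 200 µM; higher means less KLF5 promoter-driven luciferase light; inactives centre near -14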
aSyn 5UTR inh – 5' untranslated region of α-synuclein, MLPCN primary screen. alpha-synuclein 5'UTR reporter, inhibitor activity. inhibition, % (tested at 7.5 µM). 300,000 compounds, 0.82% hits; in the data active means inhibition above about 60%;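 further: H4 neuroglioblastoma cells stably carrying SNCA 5'UTR luciferase fusion; 0% = DMSO wells and 100% = positive control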
HSF-1 act – increases HSF-1 driven luciferase reporter signal; NIH3T3-HGL HSF-1 luciferase reporter, MG132, 8 h; 100% = twice DMSO control signal; activation, % at 9 µM; 300,000 compounds, 1.7% hits; AID 504408;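 active means mean replicate activation of at least 50% with a set share of replicates each reaching 50%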;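 further: 0% = median of the neutral control wells and 100% = twice that signal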
GSK3beta inhib – blocks human GSK3beta kinase activity; GST-GSK3beta kinase, ADP-Glo luminescence, 60 min; active compounds read low; activity score (negative = inhibition), % at 10 µM; P49841; 300,000 compounds, 0.038% hits; AID 2097;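 active means more than half of replicate wells score below -50%, meaning over 50% inhibition versus plate controls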;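 further: 0% = median DMSO wells and -100% = median GW8510 positive control wells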
Target sequence (P49841 whole entry, looked up): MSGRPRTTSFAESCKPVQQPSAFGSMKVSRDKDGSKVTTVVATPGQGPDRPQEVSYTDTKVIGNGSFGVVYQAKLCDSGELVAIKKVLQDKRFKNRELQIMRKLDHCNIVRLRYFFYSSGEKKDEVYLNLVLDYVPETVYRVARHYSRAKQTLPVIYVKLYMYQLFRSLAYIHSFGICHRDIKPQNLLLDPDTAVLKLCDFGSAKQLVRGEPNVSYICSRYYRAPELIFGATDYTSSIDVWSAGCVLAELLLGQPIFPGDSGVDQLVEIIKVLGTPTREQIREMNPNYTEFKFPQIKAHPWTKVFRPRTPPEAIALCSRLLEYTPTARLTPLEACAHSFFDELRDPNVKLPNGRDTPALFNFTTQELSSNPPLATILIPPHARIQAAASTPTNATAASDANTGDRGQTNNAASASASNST
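Test system: GST-tagged human GSK3beta kinase, cell-free; evaluation: activity score scaled between in-plate DMSO and GW8510 controls; measured by: ADP-Glo luminescence; incubation: 60 min reaction, RT; benchmarks: DMSO and 20 µM GW8510; reagent: peptide substrate plus 25 µM ATP (final); medium: Tris/MgCl2 kinase buffer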
IEC-6 tox – kills IEC-6 intestinal cells in KLF5 counter-screen. inhibition, % at 5 µM. 290,000 compounds, 0.78% hits. IEC-6 cytotoxicity, luminescence viability; in the data active means inhibition above about 22%;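 further: 0% = plate median of test compound wells and 100% = cytotoxic reference compound wells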
PolyA inhibitor – inhibitors of polyadenylation in S. cerevisiae. S. cerevisiae SKY197-pL101 polyadenylation reporter, beta-gal luminescence; efflux-impaired pdr1/pdr3 knockout yeast; score 100 = 6 SD above DMSO. calls only at 12 µM. 300,000 compounds, 0.02% hits. AID 1875;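 active means lowest replicate activity score at least 50, where 100 means six control SD above control mean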;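 further: yeast exposed to compound for 9 h at 30 °C; higher score means more reporter readthrough which indicates perturbed polyadenylation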
HSF1 inh – HSF1 inhibition | NIH3T3-HGL HSE-luciferase, MG132-induced, luminescence 8 h; active compounds read low | activity change, negative = inhibition, % at 7.5 µM (by protocol) | 300,000 compounds, 0.77% hits | AID 2098;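 active means more than half of replicate wells show activity change below -50%, luminescence cut by over half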;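 further: luciferase reports HSF-1 transcriptional activity via heat shock element; 0% = median of DMSO wells and -100% = zero luminescence signal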
HSP90 refold inh – HSP90 refolding inhibition in rabbit reticulocyte lysate; luciferase refolding luminescence, 3 h; inhibition, % at 5.6 µM; 290,000 compounds, 0.91% hits;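 active means inhibition above the screen-wide mean plus 3 SD, computed separately per campaign, cut at about 16% in these data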;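 further: 0% = DMSO wells and 100% = 60 µM geldanamycin wells; inhibitors lower the luminescence because luciferase stays unfolded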
Active calls of the source: *; i = inactive; / = not tested or not shown. These rows are one share of the data (hit frequency here may not be typical).

SMILES	AI-2 QS modul	GSK3A inh	KLF5 inhibitor	aSyn 5UTR inh	HSF-1 act	GSK3beta inhib	IEC-6 tox	PolyA inhibitor	HSF1 inh	HSP90 refold inh
Cn1ccnc1C(=O)c1cc(SCC(=O)NC2CC2)nc2ccccc12	8	-2	-8	24	7	-4	-2	i	0	2
Cc1ccc2nc(-c3ccc(SCC(=O)Nc4cc(C)on4)nc3)[nH]c2c1	-6	-4	-93	-160	55*	-1	2	i	41	0
O=C(C1=C[C@@H](c2ccc(C(F)(F)F)cc2)C[C@@H](OCc2ccc(CO)cc2)O1)N1CCN(Cc2ccccc2)CC1	-2	-1	-20	18	8	0	3	/	1	3
OC1(c2cccnc2)CCN(Cc2nnnn2Cc2ccccc2)CC1	5	-4	-41	11	-18	-6	1	i	-4	0
CCOC(=O)c1sc(NC(=O)c2ccc(CC)s2)nc1C	12	-3	-19	-133	12	3	-2	i	12	12
Cc1ccc(N(CC(=O)NCCc2ccccc2)S(=O)(=O)c2c(C)noc2C)cc1	14	-2	-5	27	11	-2	-2	i	-3	0
CCc1c(C)c2cc(Cl)c(O)c(CN3CCCC3)c2oc1=O	12	-1	-12	1	11	0	-1	i	-3	0
COC(=O)c1cc(S(=O)(=O)N2CCN(c3ccc(C(C)=O)cc3)CC2)c[nH]1	23	-1	7	-48	4	3	2	i	6	-5
O=C(NCCCl)C1Cc2c(ccc3ccccc23)O1 (stereo unspecified)	-7	-2	14	10	-2	0	7	i	1	3
Cc1cc(S(=O)(=O)N2CCCCC2)c(C)s1	/	-1	4	5	-1	6	-4	i	-9	-1
COc1cc2c(cc1OC)C(C(=O)NCCN1CCOCC1)C1c3ccccc3CCN1C2=O (stereo unspecified)	10	-1	-1	-8	-15	3	0	i	-2	-2
Cc1cccc(-c2nc3ccccc3c(=O)n2NC(=O)c2cccnc2Cl)c1	27	2	2	-19	-22	0	7	i	-7	1
CCOc1cc(Cl)c(NC(C)=O)cc1OCC	19	-1	-6	26	4	5	1	i	-5	-2
COc1cccc(C(=O)Nc2ccc(S(=O)(=O)Nc3nccc(C)n3)cc2)c1	4	-3	-11	33	4	2	-6	i	-7	-2
CCN1CCN(C(=O)c2ccc(Sc3ccccc3Cl)c([N+](=O)[O-])c2)CC1	35	-3	6	28	10	-7	-1	i	-1	0
CCCN=C1N/C(=C\c2ccco2)C(=O)N1c1ccccc1	16	14	-53	1	-16	0	-1	i	-14	-1
Cc1ccc(-c2nc3ccc(C(=O)O)cc3nc2-c2ccc(C)cc2)cc1	22	2	0	-14	3	-1	-1	i	-11	2
COCCOC(=O)c1[nH]c2c(c1C)C(=O)CC(c1ccc(F)cc1)C2 (stereo unspecified)	-15	-4	9	1	-7	1	19	i	1	0
O=C(N/N=C/c1ccccc1)c1ccc(OCc2ccccc2)cc1	26	-2	-47	-26	25	3	-1	i	18	-5
O=C(CN1CCN(Cc2ccccc2)CC1)N1CCCc2ccccc21	8	-2	-19	5	3	0	3	i	-4	1
CCOc1ccccc1NC(=O)Nc1ccc(OC)nc1	18	-1	-45	-11	4	-1	-8	i	1	-3
CCn1c(SCC(=O)Nc2cccnc2Cl)nnc1-c1ccccc1	14	-2	-2	5	1	2	1	i	-1	8
O=C(C1CCN(S(=O)(=O)N2CCCC2)CC1)N1CCCCC1	25	-6	-26	-9	0	-1	0	i	3	5
O=C(N/N=C/c1ccncc1)c1cc([N+](=O)[O-])cc([N+](=O)[O-])c1O	21	/	-8	-18	-12	-5	1	i	-4	1
Cc1cc(C)n2nc(-c3cccnc3)nc2n1	20	-1	-5	-9	18	3	-2	i	-6	0
NC(=O)C1CCN(C(=O)NC2CC(=O)N(c3ccc4c(c3)OCCO4)C2)CC1 (stereo unspecified)	13	-6	/	5	-16	1	/	/	-6	/
COc1ccc(CC(=O)NCCc2ccc(S(N)(=O)=O)cc2)cc1	1	-3	-14	2	9	3	-3	i	1	-1
COc1cc(NC2c3ccccc3C(=O)N2c2cc(C)ccn2)cc(OC)c1OC (stereo unspecified)	19	-2	-49	-15	40	0	-4	i	13	-2
Cc1ccc(N/C=C/C(=O)C(C)(C)C)c(O)c1	20	0	-23	/	/	1	0	i	/	0
C#CCOC(=O)Nc1cnccc1C(F)(F)F	22	1	-4	24	4	3	2	/	-5	0
CCOc1ccc(N(C)S(=O)(=O)c2ccc3[nH]cc(C(=O)NCCOC)c(=O)c3c2)cc1	36	-11	-13	11	-6	-4	0	i	-11	0
CC(=O)c1cccc(N(CC(=O)NC2CCCCC2)C(=O)Cn2nnc(-c3ccccc3)n2)c1	7	-2	2	15	11	0	3	i	-4	-1
Cc1ccc(NS(=O)(=O)c2ccc(-n3cccn3)cc2)nc1	13	-3	-11	-9	12	0	-4	i	0	0
COc1ccc([C@@H]2C=C(C(=O)O)O[C@H](OCCCCO)C2)cc1	37	/	/	7	-14	-3	/	/	-1	/
CCN(CC)c1ccc(NC2CC(=O)N(CCc3ccc(OC)cc3)C2=O)cc1 (stereo unspecified)	33	-2	-2	-29	-5	2	-2	i	-6	-2
CC(C)=CC(=O)OCC(=O)Nc1cc([N+](=O)[O-])ccc1F	6	0	2	2	0	2	3	i	-3	0
COc1ccc(C2CC(c3ccc(Cl)c(Cl)c3)Nc3nc(N)nn32)cc1 (stereo unspecified)	8	/	/	-2	-15	2	/	i	-6	/
CC(=O)N/C(=C\c1cccc([N+](=O)[O-])c1)C(=O)NC(C)C	7	-2	-21	-18	20	2	-1	i	14	-5
Cc1ccc(N/C(CSC(N)=O)=N\S(=O)(=O)c2ccc(C)cc2)cc1	16	-2	-4	19	-5	-1	-2	i	-8	6
CC(=O)NN1C(=O)c2ccccc2NC1c1ccc(N(C)C)cc1 (stereo unspecified)	45	0	-23	4	28	2	0	i	6	-1
Clc1ccc(-c2noc(CN3CCN(c4ccccc4)CC3)n2)cc1	20	0	-32	-4	16	3	-4	i	-1	-5
C/C(=N/NC(=O)CNC(=O)c1ccccc1F)c1ccc2c(c1)CCCC2	20	-1	3	8	-1	1	4	i	1	1
CCOC(=O)CC1(CC(=O)OCC)NC(=O)c2c(C)sc(C(=O)OCC)c2N1	13	-2	-8	2	19	1	-5	i	13	-2
CN1CCc2c(sc(/N=C/c3c[nH]c4ccccc34)c2C(N)=O)C1	13	9	-29	-7	4	2	4	i	-6	3
COc1c(S(=O)(=O)NCCN2CCOCC2)ccc(Cl)c1Cl	5	-1	-12	5	-2	-2	1	i	0	0
CCC(C)NC(=O)CN1C(=O)NC2(CCc3ccccc3C2)C1=O (stereo unspecified)	6	-9	-14	23	-2	-6	-6	i	-7	4
CNc1nc(-c2ccc3c(c2)CCN3S(=O)(=O)c2ccccc2)c(C)s1	6	-3	-5	10	13	-1	-4	i	7	6
COC(=O)CCC(=O)NNC(=O)CCCOc1ccc(Cl)cc1Cl	19	-1	-32	14	6	3	0	i	-8	-4
O=C(CCc1nc2cccnc2n1Cc1ccccc1)N1CCOCC1	15	-2	-8	14	-5	3	0	i	1	-4
O=C1CN(C(=O)c2ccc3nc(Cc4cccc(Cl)c4)oc3c2)CCN1	46	0	-19	4	16	2	3	i	2	-1
COc1cccc(CNS(=O)(=O)c2ccc3c(c2)NC(=O)CS3)c1	14	-4	-18	-12	39	3	-4	i	8	-1
Cn1cnnc1SCC(=O)Nc1ccc(OC(F)F)cc1	18	-3	-1	2	1	3	-2	i	2	0
Cn1cc(S(=O)(=O)N2CCCC2)cc1C(=O)NCc1ccc(F)cc1	15	-2	-12	3	6	3	-1	i	4	1
CCOC(=O)c1c(C)nc2sc(C(=O)Nc3ccccc3)c(N)c2c1-c1ccc(OC)cc1	28	3	-16	-191	-14	0	-1	i	-7	0
Cc1cccc(-n2cnc(C(=O)NNC(=S)Nc3ccccc3)c2)n1	19	-4	9	8	13	0	-2	i	7	-3
COc1ccc(CCNC(=O)c2ccc(NS(=O)(=O)c3c(C)noc3C)cc2)cc1OC	44	-2	-6	5	6	2	-2	i	-8	-1
O=S(=O)(c1ccccc1S(=O)(=O)N1CCCCC1)N1CCCCC1	27	-1	-46	22	-9	3	4	i	0	-2
O=C(CNC(=O)c1ccc(Cl)cc1)OCC(=O)N1CCCC1	29	1	-3	-6	-6	1	4	i	3	19*

Some of the entries above, reformatted.
Structure | AI-2 QS modul | GSK3A inh | KLF5 inhibitor | aSyn 5UTR inh | HSF-1 act | GSK3beta inhib | IEC-6 tox | PolyA inhibitor | HSF1 inh | HSP90 refold inh
CCc1c(C)c2cc(Cl)c(O)c(CN3CCCC3)c2oc1=O | 12 | -1 | -12 | 1 | 11 | 0 | -1 | i | -3 | 0
COC(=O)c1cc(S(=O)(=O)N2CCN(c3ccc(C(C)=O)cc3)CC2)c[nH]1 | 23 | -1 | 7 | -48 | 4 | 3 | 2 | i | 6 | -5
O=C(NCCCl)C1Cc2c(ccc3ccccc23)O1 (stereo unspecified) | -7 | -2 | 14 | 10 | -2 | 0 | 7 | i | 1 | 3
Cc1cc(S(=O)(=O)N2CCCCC2)c(C)s1 | / | -1 | 4 | 5 | -1 | 6 | -4 | i | -9 | -1
COc1cc2c(cc1OC)C(C(=O)NCCN1CCOCC1)C1c3ccccc3CCN1C2=O (stereo unspecified) | 10 | -1 | -1 | -8 | -15 | 3 | 0 | i | -2 | -2
Cc1cccc(-c2nc3ccccc3c(=O)n2NC(=O)c2cccnc2Cl)c1 | 27 | 2 | 2 | -19 | -22 | 0 | 7 | i | -7 | 1

Reformatted with bars between the fields: entries from further up
SMILES | AI-2 QS modul | GSK3A inh | KLF5 inhibitor | aSyn 5UTR inh | HSF-1 act | GSK3beta inhib | IEC-6 tox | PolyA inhibitor | HSF1 inh | HSP90 refold inh
COc1cccc(CNS(=O)(=O)c2ccc3c(c2)NC(=O)CS3)c1 | 14 | -4 | -18 | -12 | 39 | 3 | -4 | i | 8 | -1
Cn1cnnc1SCC(=O)Nc1ccc(OC(F)F)cc1 | 18 | -3 | -1 | 2 | 1 | 3 | -2 | i | 2 | 0
Cn1cc(S(=O)(=O)N2CCCC2)cc1C(=O)NCc1ccc(F)cc1 | 15 | -2 | -12 | 3 | 6 | 3 | -1 | i | 4 | 1
CCOC(=O)c1c(C)nc2sc(C(=O)Nc3ccccc3)c(N)c2c1-c1ccc(OC)cc1 | 28 | 3 | -16 | -191 | -14 | 0 | -1 | i | -7 | 0
Cc1cccc(-n2cnc(C(=O)NNC(=S)Nc3ccccc3)c2)n1 | 19 | -4 | 9 | 8 | 13 | 0 | -2 | i | 7 | -3
